# Compound activity from PubChem BioAssay.
# JMJD2C inh: inhibitors of GASC-1 histone demethylase, primary screen, biochemical, fluorescence, DELFIA europium. GST-JMJD2C(1-420) H3K9me3 demethylation. inhibition, % at 2.35 µM. actives 0.069% (n = 330,000). AID 2099, 2009;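 active = more than half of a compound's replicate wells show inhibition beyond 50%, single wells judged on their own value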;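 note: signal counts dimethyl H3K9 product captured on neutravidin plate; 0% = median of DMSO wells and 100% = 0.3 times that DMSO median; strong numbers were not always called active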
# TPT1 inh: Candida albicans TPT1 enzyme inhibitors, primary screen, biochemical, fluorescence polarization | tRNA 2'-phosphotransferase TPT1 (Candida albicans SC5314) | recombinant caTPT1, FP RNA substrate dephosphorylation | inhibition, % at 5 µM | actives 0.81% (n = 300,000) | AID 1962, 2009;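 active = inhibition above the mean of all tested compounds plus 3 SD, set per screening campaign, cut at about 24% in these data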;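 note: plate controls were DMSO alone for no effect and ferristatin control at 100 nM for full effect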
# PP1 inh: PP1-alpha phosphatase inhibitors, primary screen, counter-screen for PP5 inhibitor project, biochemical, fluorescence, OMFP substrate, single point; actives 0.9% (n = 320,000); inhibition, % at 6.7 µM; purified PP1alpha;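 active = inhibition above the mean inhibition of all tested compounds plus 3 SD, computed separately for each screening campaign, cut at about 15% in these data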
# Target sequence (P62136 whole entry, looked up): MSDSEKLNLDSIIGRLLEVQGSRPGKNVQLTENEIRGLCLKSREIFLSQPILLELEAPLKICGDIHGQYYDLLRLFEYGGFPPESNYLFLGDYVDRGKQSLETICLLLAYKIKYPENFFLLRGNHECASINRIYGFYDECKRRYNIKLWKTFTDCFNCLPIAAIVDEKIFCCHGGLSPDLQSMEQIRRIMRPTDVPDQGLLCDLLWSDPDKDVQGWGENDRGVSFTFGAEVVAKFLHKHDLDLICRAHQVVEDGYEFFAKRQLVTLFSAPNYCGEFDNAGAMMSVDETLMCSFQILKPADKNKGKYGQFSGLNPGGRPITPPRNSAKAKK
# Fh CTSL1 inh: Fasciola hepatica cathepsin L1 inhibitors, primary screen, counter-screen for PFM18AAP inhibitor project, biochemical, QFRET, fluorogenic peptide substrate; actives 0.49% (n = 300,000); recombinant F. hepatica cathepsin L1, Z-Leu-Arg-MCA fluorescence; inhibition, % at 5.96 µM;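 active = inhibition above the mean of all tested compounds plus 3 SD, set per screening campaign, cut at about 17% in these data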;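 note: 0% = plate median of test compound wells and 100% = 1 µM Z-Phe-Ala-diazomethylketone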
# Yeast superoxide: reduction of superoxide in aged yeast, primary screen, HTS; S. cerevisiae aged cells, superoxide DHE fluorescence; hits give low values; superoxide response (% of plate mean), % at 10 µM; actives 0.18% (n = 330,000); AID 2690, 2010;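 active = superoxide response under a set limit, about three screen SD below normal, cut at about 65% in these data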;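 note: yeast aged for seven days with compound at 30 °C before DHE staining; 100% = average MFI of all compound-treated wells on the plate with controls excluded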
# EBNA-1 inhibitor: EBNA-1 DNA-binding inhibitors, primary screen, biochemical, fluorescence polarization; inhibition, % at 14.8 µM; actives 0.34% (n = 300,000); AID 1950, 2009; in the data active = inhibition above about 28%
# PP5 primary: PP5 phosphatase inhibitors, primary screen, biochemical, fluorescence; actives 0.18% (n = 320,000); inhibition, % at 6.7 µM; purified PP5c, OMFP substrate fluorescence; Serine/threonine-protein phosphatase 5 (Homo sapiens), P53041;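 active = inhibition above the campaign's mean inhibition across all tested compounds plus 3 SD, cut at about 9.5% in these data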;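 note: 0% = DMSO only and 100% = 100 µM cantharidin control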
# Target sequence (P53041 whole entry, looked up): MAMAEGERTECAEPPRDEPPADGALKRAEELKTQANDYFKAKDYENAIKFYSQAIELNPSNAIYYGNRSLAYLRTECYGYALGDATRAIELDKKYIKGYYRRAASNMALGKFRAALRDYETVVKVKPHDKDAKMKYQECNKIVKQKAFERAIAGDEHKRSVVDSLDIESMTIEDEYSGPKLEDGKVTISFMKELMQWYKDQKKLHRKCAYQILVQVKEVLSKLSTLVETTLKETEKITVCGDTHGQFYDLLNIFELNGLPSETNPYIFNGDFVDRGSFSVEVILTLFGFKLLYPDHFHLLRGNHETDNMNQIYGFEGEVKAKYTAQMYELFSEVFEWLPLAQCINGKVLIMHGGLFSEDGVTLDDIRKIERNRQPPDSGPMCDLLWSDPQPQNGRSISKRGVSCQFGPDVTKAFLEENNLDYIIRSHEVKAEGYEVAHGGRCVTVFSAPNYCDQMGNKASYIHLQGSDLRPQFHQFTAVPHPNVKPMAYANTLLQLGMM
# ZTA DNA inh: ZTA (EBV) inhibition in EBNA-1 counter-screen; P03206; ZTA-DNA binding, fluorescence polarization; inhibition, % at 11 µM; actives 0.15% (n = 320,000); in the data active = inhibition above about 33%
# Target sequence (P03206 whole entry, looked up): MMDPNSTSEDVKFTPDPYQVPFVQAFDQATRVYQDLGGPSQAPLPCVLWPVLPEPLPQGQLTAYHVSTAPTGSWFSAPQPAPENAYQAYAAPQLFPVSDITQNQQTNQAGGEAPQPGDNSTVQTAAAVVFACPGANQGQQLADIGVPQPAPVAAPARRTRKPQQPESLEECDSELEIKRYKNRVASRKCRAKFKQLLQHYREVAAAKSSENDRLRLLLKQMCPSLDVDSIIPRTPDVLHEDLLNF
# HCV core dimer: inhibitors of HCV core protein dimerization, primary screen, biochemical, TR-FRET, high-throughput; AID 1899, 2009; actives 0.33% (n = 300,000); TR-FRET GST/Flag-core106 dimerization, 1536-well; inhibition, % at 5 µM;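 active = inhibition above the mean of all tested compounds plus 3 SD, set per screening campaign, cut at about 45% in these data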
#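 Assay system – GST-tagged and Flag-tagged HCV core protein residues 1-106 · Quantity – core106 proteins, GST 13.5 nM and Flag 17 nM · Benchmarks – unlabelled core106 and no-GST-core106 wells · Read-out basis – percent inhibition of core106 dimerization signal · Detection – time-resolved FRET, ex 340 nm, em 617 and 671 nm · Schedule – 4 h at 22.5 °C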
# * = called active by the depositor; . = not tested or not shown.
SMILES,JMJD2C inh,TPT1 inh,PP1 inh,Fh CTSL1 inh,Yeast superoxide,EBNA-1 inhibitor,PP5 primary,ZTA DNA inh,HCV core dimer
COc1ccc(C2CC(=O)C(C=NCCN3CCOCC3)=C(O)C2)cc1 (configuration not stated),-1.9,0.3,1.2,2.5,96.4,3.2,-1.5,-20.4,-2.8
N#CCc1ccc(Oc2ncccn2)cc1,-22.6,2.4,-1.1,6.2,126.0,0.6,0.4,-2.0,1.0
COc1ccc(C2C(C(=O)N3CCCCC3)CCC(=O)N2c2cc(OC)c(OC)c(OC)c2)cc1 (configuration not stated),-1.3,-1.6,-4.7,-2.5,101.0,20.0,-2.6,6.7,3.2
O=C(O)C1C2C=CC(C2)C1C(=O)OCC1CCCO1 (configuration not stated),1.2,-2.6,-0.9,0.8,99.0,17.0,-0.3,0.5,-3.6
Cc1cc(NC(=O)NCc2ccccc2)c(=O)n(Cc2ccccc2F)c1,0.9,-0.3,1.1,-0.5,99.8,2.4,2.5,13.2,17.4
Clc1ccc(N2CCOCC2)nn1,5.0,-1.6,-4.6,-5.0,102.7,-1.0,0.7,6.1,0.8
COc1ccc(CNC(=O)C(CCSC)NS(=O)(=O)c2ccccc2F)cc1 (configuration not stated),0.2,-1.9,-1.4,1.0,92.0,8.6,-3.8,-7.6,-2.1
CN(Cc1ccccc1F)C(=O)CNC(=O)Cc1cccc2ccccc12,-1.5,4.0,-2.1,1.3,111.6,1.0,1.1,11.2,12.4
C=CCn1c(SCc2nc3ccccc3[nH]2)nnc1-c1cccc(OC)c1,1.4,-0.3,-3.8,-1.0,93.2,-7.3,2.2,3.0,1.1
CCOC(=O)N1CCN(C(=O)Cc2ccc(-n3c(=S)[nH]c4ccccc4c3=O)cc2)CC1,-1.3,0.6,-5.6,-2.5,112.2,5.1,-0.1,20.0,3.5
Cc1ccc(NC(=O)CSc2ccc3c(c2)OCCO3)c(O)c1,3.7,2.5,-5.8,-0.3,105.5,1.1,-0.9,2.0,15.6
COc1ccc(CNC2c3ccccc3-c3ccccc32)cc1OC,2.9,-4.1,-0.5,-1.1,85.3,-0.5,2.2,-2.0,-1.2
Clc1ccc(-c2ccnc(Oc3cc(Cl)ccc3Cl)n2)cc1,14.3,2.9,1.5,1.1,91.6,-14.7,3.3,-0.2,1.2
CN1C(=S)SC(C)(C)C1N(O)C(=O)Nc1ccc(Cl)cc1 (configuration not stated),-3.2,-0.4,-0.1,1.6,104.3,-14.4,3.6,-6.4,-0.8
COc1ccccc1CN1CC(C(=O)N(Cc2cnn(C)c2)C(C)C)CCC1=O (configuration not stated),-9.5,-2.6,0.3,-0.1,103.1,3.4,2.1,20.4,3.5
CCN(Cc1ccccc1)Cc1nnnn1Cc1ccccc1,8.8,-2.9,-2.6,0.4,80.2,-16.5,3.8,-11.8,1.8
Oc1ccc(-c2nccc(-c3ccc(F)cc3)n2)cc1,2.0,-5.4,1.6,-0.1,83.5,1.8,3.1,-4.6,-9.2
O=C(CC12CC3CC(C1)CC(CC(=O)N1CCCC1)(C3)C2)N1CCCC1,1.2,-6.0,-0.9,1.0,108.2,-7.7,-2.9,1.0,-3.0
CCC(C)[C@H](NC(=O)NCCCn1ccnc1)C(=O)OC (some centres not stated),1.5,-2.1,-2.0,-4.8,116.9,-2.1,1.8,-10.2,2.0
COC1=CCC2([N+](=O)[O-])CN(CCO)CC1([N+](=O)[O-])C2 (configuration not stated),5.8,-2.5,-0.4,-2.7,99.2,-7.6,1.6,-15.7,-3.5
CCOc1ccc(CCNC(=O)C2CCC(=O)N2CCc2ccccc2)cc1OCC (configuration not stated),12.2,2.6,-6.5,-4.0,127.2,3.0,0.1,5.7,0.9
COC(=O)C1=C(C)NC(C)=C(C(=O)OC)C1c1cc2ccc(C)cc2[nH]c1=O,-9.3,0.6,-1.8,2.6,105.3,-19.4,1.6,-13.7,5.8
N#Cc1cn(Cc2ccccc2)c2ccccc12,1.4,-8.6,10.9,0.6,108.0,5.7,3.4,-6.1,-0.6
CCn1c(SCC(=O)NC2CCCC2)nnc1C(C)C,-2.0,-5.0,-0.8,1.4,99.5,6.8,3.1,5.8,-5.7
COc1cccc(CN2CCN(Cc3nc(C(C)C)cs3)CC2CCO)c1 (configuration not stated),-7.1,1.2,1.7,1.6,95.6,4.9,-1.2,11.8,6.3
Cc1ccc(S(=O)(=O)Cn2nnnc2C(C)N2CCN(C(=O)c3ccco3)CC2)cc1 (configuration not stated),-12.8,-0.6,-6.8,-4.4,107.2,-2.7,0.7,-18.7,-4.8
Cc1cccc(NC(=O)CCc2ccc(C)o2)c1,-3.5,1.2,1.7,0.9,88.8,-2.0,1.5,-17.2,15.3
CC1(C)Cc2c(c(N3CCCC3)nc3sc4c(N5CCNCC5)ncnc4c23)CO1,1.8,-0.1,1.8,-0.5,101.7,0.7,1.7,11.4,1.6
COc1ccc2nc(NC(=O)c3ccoc3C)sc2c1,0.1,-1.0,2.2,-1.2,100.6,-7.7,0.4,5.6,-0.2
O=C(Nc1cccc(Cl)c1)c1ccc(F)c(S(=O)(=O)NCc2ccc3c(c2)OCO3)c1,-0.9,0.8,0.1,-2.3,96.8,4.8,4.0,6.8,2.3
N#Cc1c(NC(=O)c2cccc(S(=O)(=O)Nc3ccc(C(=O)O)cc3)c2)sc2c1CCCC2,-8.7,1.8,6.4,4.9,92.5,9.0,5.5,-6.2,-1.8
C=CCNC(=O)C(=O)NN=C1CCN(C)CC1,4.3,-4.0,-4.4,-0.8,91.6,1.1,0.3,-4.0,2.2
CC1=C(C(=O)OCC2CCCCC2)C(c2ccc(O)cc2)NC(=O)N1 (configuration not stated),-13.3,-0.5,6.0,2.6,109.5,-22.3,2.6,6.4,-1.6
O=C(c1ccc(=O)[nH]c1)N(Cc1ccco1)C1(C(=O)NC2CCCCC2)CCCCC1,9.4,-4.2,-1.4,0.1,97.4,1.5,1.0,10.4,-3.6
Cc1c(C(=O)N(CCC#N)c2ccccc2)sc2nc3n(c(=O)c12)CCCC3,7.1,-1.0,-1.2,5.7,104.7,5.0,1.3,-11.3,-7.7
CC(C)(C)OC(=O)N1CCCC(C(=O)CC#N)C1 (configuration not stated),7.7,6.7,-5.0,0.9,104.9,0.6,-1.1,0.1,-0.9
Cn1c(COc2ccc(Cl)cc2)nnc1SCc1ncc(-c2ccccc2)o1,-5.6,-0.7,-0.3,-1.8,106.1,-22.3,-2.3,-4.3,7.1
COCCCn1c(=O)c2ccccc2n(Cc2ccccc2C)c1=O,0.6,-1.2,0.7,2.4,99.8,-14.4,4.3,3.2,0.5
Cc1cccc(/C=C2\Sc3ccc(C(=O)N4CCC(C(N)=O)CC4)cc3N(C)C2=O)c1,-26.0,-1.9,6.4,-1.3,93.5,-11.9,2.8,-2.1,-5.6
O=C1CCCC2=C1C(c1cccs1)Nc1ccc3ncccc3c12 (configuration not stated),0.4,-2.2,-2.8,-2.2,82.2,-3.0,2.7,-7.2,2.1
CCCn1c(=O)c(C(=O)NCCCc2ccccc2)c(O)c2ccccc21,0.8,-1.4,3.4,-4.2,100.1,3.6,1.1,-5.3,3.8
COc1cc(Cl)c(C)cc1NC(=O)Cc1ccc(OC)c(OC)c1,7.0,5.0,0.3,0.0,105.2,-12.3,0.7,-3.4,3.6
COc1cc(NC(=O)c2cc([N+](=O)[O-])ccc2NC(=O)CNCc2ccccn2)cc(OC)c1,-25.9,-0.2,6.5,0.7,100.1,-11.6,0.9,3.2,11.7
O=C(NCCCN1CCCC1=O)C(=O)Nc1cccc(F)c1,-5.2,-1.7,-6.0,-4.1,95.1,-1.8,-0.7,-6.5,-1.6
CS(=O)(=O)N1CCN(C(=O)c2cc3ccccc3oc2=O)CC1,5.2,0.8,-2.2,4.5,86.7,8.8,0.5,24.6,3.9

# 4 entries from above, reformatted:
# Under each structure: JMJD2C inh	TPT1 inh	PP1 inh	Fh CTSL1 inh	Yeast superoxide	EBNA-1 inhibitor	PP5 primary	ZTA DNA inh	HCV core dimer
> CC1=C(C(=O)OCC2CCCCC2)C(c2ccc(O)cc2)NC(=O)N1 (configuration not stated)
→ -13.3	-0.5	6.0	2.6	109.5	-22.3	2.6	6.4	-1.6
> COc1cc(NC(=O)c2cc([N+](=O)[O-])ccc2NC(=O)CNCc2ccccn2)cc(OC)c1
→ -25.9	-0.2	6.5	0.7	100.1	-11.6	0.9	3.2	11.7
> CC(C)(C)OC(=O)N1CCCC(C(=O)CC#N)C1 (configuration not stated)
→ 7.7	6.7	-5.0	0.9	104.9	0.6	-1.1	0.1	-0.9
> Cc1cccc(/C=C2\Sc3ccc(C(=O)N4CCC(C(N)=O)CC4)cc3N(C)C2=O)c1
→ -26.0	-1.9	6.4	-1.3	93.5	-11.9	2.8	-2.1	-5.6

# Later entries
SMILES,JMJD2C inh,TPT1 inh,PP1 inh,Fh CTSL1 inh,Yeast superoxide,EBNA-1 inhibitor,PP5 primary,ZTA DNA inh,HCV core dimer
CCCCNc1c([N+](=O)[O-])cc(C(=O)O)cc1[N+](=O)[O-],10.7,1.0,7.1,-2.8,128.2,0.7,4.7,0.0,-13.4
CCCNC(=O)C1CN(S(=O)(=O)c2ccccc2)CCN1S(=O)(=O)c1ccccc1 (configuration not stated),-1.8,-1.4,-5.8,2.0,98.2,11.1,-2.0,6.5,-5.5
COc1ccc(OC)c(NC(=O)CSc2nnc(-c3cccnc3)s2)c1,-2.1,-0.1,-3.9,-6.1,117.5,-0.9,-0.9,3.9,0.7
Cc1ccc(C(=O)n2cnc3ccccc32)cc1C,2.1,3.0,-3.4,-3.1,102.7,-8.5,3.0,10.3,0.0
CS(=O)(=O)c1cnc(-c2ccccc2)nc1-c1ccc(Cl)c(Cl)c1,41.2,-1.3,-0.4,-2.9,114.9,-0.1,3.1,-9.1,6.3
COCCN1CCn2c(nc3cc(NC(=O)c4ccc(OC)cc4)ccc32)C1,17.7,11.0,4.0,-3.4,99.2,-10.6,1.2,13.1,1.8
O=C(O)CCCCNS(=O)(=O)c1ccc(Cl)c(C(F)(F)F)c1,-16.6,-1.7,-0.9,0.3,94.7,-2.9,1.9,8.3,1.6
CCOC(=O)C1=NNC2C(=O)N(CC)C(=O)C12 (configuration not stated),-5.2,-3.1,0.2,1.7,99.0,5.5,-0.6,13.1,-5.3
Cc1cccc(N2CCN(S(=O)(=O)c3ccc4[nH]c(=O)c(=O)[nH]c4c3)CC2C)c1 (configuration not stated),-11.9,-3.7,8.5,-3.1,113.6,-10.6,2.8,1.5,11.0
C=CCN(C)NC(=S)Nc1ccccc1,8.3,-4.6,0.8,-1.4,84.9,0.4,2.7,3.9,-7.9
COc1ccc(S(=O)(=O)N2c3ccccc3OCC2CC(=O)O)cc1 (configuration not stated),1.3,0.8,-0.2,5.3,99.5,12.8,1.6,5.6,11.6
O=C(COC(=O)c1ccc(O)cc1O)NC1CCCCCC1,.,.,-5.5,.,84.8,.,-0.9,12.4,.
COc1ccc(C(C)=O)c(Oc2cc(NN3CCCCC3)c([N+](=O)[O-])cc2[N+](=O)[O-])c1,-3.4,-2.5,3.0,-2.9,97.5,2.8,0.5,5.8,-3.2
N#Cc1ccccc1Cn1c(=O)n(-c2ccc(CC(=O)NCc3ccco3)cc2)c(=O)c2sccc21,-1.8,-1.6,2.9,-0.7,93.4,3.2,0.0,-8.7,5.5
